# Compound activity as filed in PubChem BioAssay.
# KOR beta-arrestin-1 = KOR agonists, beta-arrestin recruitment, primary screen, cell-based, luminescence, uHTS (AID 1777); Kappa-type opioid receptor (Homo sapiens); KOR beta-arrestin recruitment, luminescence; higher % means a stronger effect; one-dose activation, % at 10 µM; EC50 in µM for titrated hits; actives 0.02% (n = 280,000); in the data active = activation above about 50%, passing the limit was not always enough; also: a part of the inactive calls stands beside numbers as strong as those of hits
# NOD1 NF-kB reporter = NOD1 signaling inhibitors, primary screen, cell-based, luminescence, uHTS (AID 1578). NOD1-driven NF-kB luciferase reporter cells, luminescence; higher % means a stronger effect. one-dose inhibition, % at 4 µM; EC50 in µM for titrated hits. actives 1% (n = 290,000); in the data active = inhibition mostly above about 36%, no sharp cut-off; inactive = mostly below about 34%;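 also: HEK-293T reporter cells stimulated with the NOD1 agonist gamma-tri-DAP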
# HEK293 NOD2/NF-kB = NOD2 signaling inhibitors, cell-based, luminescence, uHTS, HEK293 (AID 1566) | inhibition, % at 4 µM, or EC50 in µM where a hit was titrated | actives 0.63% (n = 290,000) | HEK293 NOD2/NF-kB luciferase reporter, luminescence; higher % means a stronger effect; also: many of its hits are not listed in these tables
# West Nile antiviral = West Nile virus antiviral activity, cell-based, CPE readout (AID 1621). West Nile virus-infected cells, CPE inhibition; higher % means a stronger effect. one-dose CPE inhibition, % at 10 µM; IC50 in µM for titrated hits. actives 0.02% (n = 290,000); in the data active = a potency from the dose series; inconclusive = CPE inhibition mostly from about 3.7% at the one dose, without a potency; inactive = the rest, 99 in 100 with CPE inhibition below about 2.2%; also: strong numbers were not always called active
# HIV peptide binding = inhibitors of HIV fusion peptide binding, primary screen, biochemical, uHTS, fluorescence dequenching (AID 1986). cell-free peptide binding, fluorescence dequenching, 30 min; higher % means a stronger effect. inhibition, % at 20 µM, or IC50 in µM where a hit was titrated. actives 0.3% (n = 290,000); in the data active = inhibition mostly above about 52%, no sharp cut-off; inactive = mostly below about 76%; also: some results filed as inactive read as strong as hits
# Dengue-2 NS5 capping = Dengue-2 NS5 methyltransferase inhibitors, primary screen, biochemical, confirmation dose response (AID 588689); Genome polyprotein (Dengue virus type 2 (strain 16681-PDK53)); Dengue-2 NS5 methyltransferase capping enzyme assay, biochemical; higher % means a stronger effect; inhibition, % at 25 µM; hits with a dose series show IC50 in µM; actives 0.3% (n = 340,000); in the data active = a potency from the dose series; inconclusive = inhibition above about 29% without an active follow-up result
# KOR beta-arrestin-2 = KOR antagonists, beta-arrestin recruitment, cell-based, luminescence, uHTS (AID 1778) | one-dose inhibition, % at 10 µM; IC50 in µM for titrated hits | actives 0.091% (n = 290,000) | KOR beta-arrestin recruitment, luminescence, antagonist mode; higher % means a stronger effect; also: strong numbers were not always called active
# Yfh1-off respiration = enhancers of respiration in Yfh1-depleted yeast, dose response, Friedreich's ataxia, plus single-dose screen (AID 1465) | S. cerevisiae Yfh1-off respiration, WST-1 reduction, 72 h; higher fold induction means a stronger effect | fold induction at 50 µM; hits with a dose series show EC50 in µM | actives 0.074% (n = 220,000);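 active = fold induction of absorbance versus untreated yeast above a set limit, then at least 30% activation at any dose in follow-up; inconclusive = repeats straddling the limit, or above it without dose testing; inactive = fold induction below the set limit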;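 also: activators that raise dye reduction in frataxin-depleted yeast; strong numbers were not always called active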
# AID2073 = inhibitors of Mint1-CaV2.2 protein interaction, biochemical, HTRF (AID 2073). HTRF protein-protein interaction, Mint1-CaV2.2; higher % means a stronger effect. one-dose inhibition, % at 20 µM; IC50 in µM for titrated hits. actives 0.19% (n = 290,000); in the data active = inhibition mostly above about 51%, no sharp cut-off; inconclusive = no clear call, values can overlap the other calls; inactive = mostly below about 53%; also: some results filed as inactive read as strong as hits
# The depositor's hits bear a star; i = inactive; ? = inconclusive; · = no result given; [ ] = another dose, or the depositor's remark. Rule as the data show it, unless noted: active = inhibition above about 50%; inactive = the rest. The list is partial. The share of hits here may be higher or lower than overall.
structure,KOR beta-arrestin-1,NOD1 NF-kB reporter,HEK293 NOD2/NF-kB,West Nile antiviral,HIV peptide binding,Dengue-2 NS5 capping,KOR beta-arrestin-2,Yfh1-off respiration,AID2073
CCOC(=O)C1C(=O)CC(C)(O)C(C(=O)OCC)C1c1ccccc1OC (configuration not stated),-4.5%,-10%,2%,-0.6%,1.2%,-2%,39%,i,2%
Cn1nc(C(F)(F)F)c2cc(NC(=O)OCc3ccc(F)cc3)sc21,3.8%,-2%,29%,-0.3%,-0.8%,-1%,-49%,i,-11%
O=c1c2ccccc2nc2n1C(CSCc1ccc(Cl)cc1Cl)CS2 (configuration not stated),-3.2%,34%,22%,-0.2%,-0.2%,-9%,19%,i,-6%
O=C(Nc1ccccc1)OCc1ccccn1,-5.8%,-49%,-19%,0.1%,0.2%,-2%,-19%,i,-1%
O=C(NCc1ccccc1)C1CCN(S(=O)(=O)N2CCCCCC2)CC1,-2.7%,-26%,-3%,0.7%,-0.7%,3%,13%,i,6%
C=CCn1c(SCC(=O)NCCOC)nc2scc(-c3ccco3)c2c1=O,-1.9%,-19%,-2%,·,0.1%,11%,-15%,·,8%
COc1ccc(OC)c2sc(NNC(=O)C3COc4ccccc4O3)nc12 (configuration not stated),-2.3%,-33%,14%,0.6%,-2.7%,-10%,10%,i,-2%
CN(C)c1nc(N(C)C)nc(N(C#N)CN2C(=O)c3ccccc3S2(=O)=O)n1,1.1%,-27%,-7%,0.1%,-1.1%,1%,-29%,i,19%
Cc1ccc2c(CC(=O)OCn3nnc4ccccc4c3=O)coc2c1,2.9%,-2%,2%,2.1%,1.2%,-10%,9%,i,5%
CN(C)S(=O)(=O)c1ccc(NC(=S)NC(=O)C2CCC2)cc1,2.1%,-37%,-4%,-0.1%,0.8%,-4%,1%,·,-6%
CN1CCN(c2ccc(NC(=O)COc3ccccc3Cl)cc2)CC1,1.0%,-20%,0%,-0.2%,-3.7%,-1%,5%,i,?
Cc1ccc(NC2CCCN(C(=O)c3cccs3)C2)cc1C (configuration not stated),0.8%,-26%,15%,-0.9%,-1.6%,11%,6%,·,-3%
CN(C)/C=N/c1ncnc2c1cnn2-c1ccc(C(F)(F)F)cn1,2.3%,-50%,-58%,-0.8%,-0.9%,0%,23%,i,5%
O=[N+]([O-])c1cccnc1-n1cnc2ccccc21,-1.2%,6%,-8%,0.1%,3.0%,-3%,-43%,i,33%
O=C(c1cc(-c2cccc(O)c2)on1)N1CCCCC1,-3.0%,-35%,-100%,-0.3%,-1.9%,-2%,-20%,i,1%
COc1cc(/C=C(\C#N)C(=O)Nc2ccc(SC(F)F)cc2)cc(OC)c1OC,-5.3%,-11%,17%,-0.2%,2.5%,-7%,-162%,i,8%
COC(=O)c1cc(OC)c(OC)cc1NC(=S)NC(=O)c1ccco1,3.3%,-4%,-13%,1.2%,1.9%,-20%,5%,·,-13%
Cc1ccc(-c2nc(C)sc2CC(=O)Nc2nnc(C)s2)cc1,-0.5%,-32%,17%,-0.3%,-0.6%,-3%,-17%,i,-10%
C=CCC1NS(=O)(=O)OCC1C(C)C (configuration not stated),-1.3%,-34%,-21%,-0.8%,5.7%,0%,-18%[20 µM],·,4%
COc1ccc(-c2cc(C)no2)cc1S(=O)(=O)N(C)c1ccc(C)cc1,-7.3%,6%,13%,0.1%,0.3%,-2%,-9%,·,27%
O=C1CN(C(=O)c2ccccc2F)C(c2ccc(F)cc2)c2cc(Br)ccc2N1 (configuration not stated),-3.5%,-12%,-4%,-1.0%,4.3%,-6%,-4%,·,8%
O=C(O)c1ccc(-n2cccc2/C=C2/NC(=O)N(c3cccc(Cl)c3)C2=O)cc1,-3.4%,-8%,6%,-0.1%,62%,21%,0%,i,3.3µM*
CCc1ccc(N=C2NC(=O)/C(=C/c3cc(OC)c(O)c(OC)c3)S2)cc1,-1.0%,26%,-150%,0.3%,2.1%,-23%,-4%[20 µM],·,12%
COc1ccc(C(=O)NN=C2CCCC2)cc1OC,-1.1%,-16%,-2%,-0.2%,0.4%,-1%,-6%,·,9%
Cc1csc(NC(=O)Cc2ccccc2Cl)n1,-2.6%,-42%,-44%,-0.8%,-1.2%,-9%,-19%,·,2%
CC1(C(=O)OCC(=O)Nc2nc(-c3ccc(F)c(F)c3)cs2)CC1(Cl)Cl (configuration not stated),4.6%,-23%,10%,1.8%,1.0%,-1%,-31%,·,-3%
O=C(c1cscn1)N1CCCC(N2CCN(c3ccc(F)cc3)CC2)C1 (configuration not stated),-4.1%,-11%,13%,-0.7%,-1.2%,6%,14%,·,-6%
O=[N+]([O-])c1ccc(O)c(C=Nc2ccc3c(c2)OCO3)c1,3.5%,-13%,-7%,0.1%,3.3%,42µM*,-27%,i,-53%
O=C(CC1CCCCC1)Nc1nc2ccccc2s1,-6.2%,-56%,-119%,-0.3%,-0.7%,-10%,-15%[20 µM],i,3%
CCC(=Nc1ccc(Cc2ccncc2)cc1)c1c(O)n(C)c(=O)n(C)c1=O,-2.4%,43%,46%,-0.7%,-0.1%,-6%,-9%,i,-6%
COc1ccc(S(=O)(=O)N(CC(=O)NCc2ccco2)c2ccccc2OC)cc1,-1.7%,-9%,18%,-0.8%,0.1%,-10%,15%,·,11%
CCN(CC)CCCNC(=O)c1oc2ccc(S(=O)(=O)N3CC(C)CC(C)C3)cc2c1C (configuration not stated),0.6%,-13%,2%,?,0.8%,-2%,-2%,·,10%
CCCc1nnc(NC(=O)c2c(O)c3cccc4c3n(c2=O)CC4)s1,-2.9%,-6%,8%,0.2%,7.4%,·,-21%,i,1%
COc1ccc(C2C(C(C)=O)=C(C)N=c3s/c(=C/c4ccc5c(c4)OCO5)c(=O)n32)cc1 (configuration not stated),2.9%,6%,-4%,·,9.9%,·,-21%,·,26%
CCCCn1nc(NC(=O)COC)c2cc3ccc(C)cc3nc21,0.3%,-6%,-6%,-0.3%,-0.8%,-16%,6%,·,14%
CCOC(=O)N1CCC(NC(=O)C2=C(C)C(=O)OC23CCC(C)CC3)CC1 (configuration not stated),-0.3%,-17%,12%,-0.2%,4.0%,1%,-1%,i,43%
COc1ccc(C(=O)/C=C2/c3ccccc3CC(C)(C)N2C)cc1OC,2.5%,13%,-4%,-1.3%,-0.5%,-6%,-23%,i,3%
CC(C)N1CN(c2ccccc2)C(=S)N(c2ccccc2)C1,-2.9%,-8%,-5%,1.5%,0.1%,5%,23%,i,-6%
Cc1ccc(-c2nc(-c3ccncc3)no2)cc1Cl,-1.4%,-32%,-47%,-1.2%,-0.5%,-6%,15%,·,12%
O=C(NC(=S)Nc1cc(C(F)(F)F)ccc1Cl)c1ccccc1,4.3%,19%,18%,-0.4%,2.6%,-5%,-13%,i,44%
COc1ccc(CC(=O)OC(C)CN2CCCC2)cc1 (configuration not stated),1.9%,-9%,-20%,0.3%,2.2%,-8%,18%,·,7%
COc1ccccc1C(=O)NC1CCN(C(=S)NCCc2ccccc2)CC1,·,-8%,4%,-1.0%,-1.6%,·,-20%[20 µM],i,-9%
COC(=O)c1nc2ccc(N3CCOCC3)cc2c(C)c1C(=O)OC,-4.5%,-52%,-35%,-0.2%,1.0%,9%,17%,i,17%
NC(=S)N/N=C1\CCSc2ccc(Cl)cc21,1.8%,7%,23%,-0.1%,-2.1%,·,2%,i,3%
COc1ccc(C(=O)C[n+]2ccc(-c3nnc4n3CCCCC4)cc2)cc1,3.5%,-7%,-5%,-0.3%,-1.9%,-5%,1%,i,16%
COC(=O)n1ccc(C(=O)Nc2ccccc2F)n1,-2.8%,-43%,-19%,-0.2%,9.5%,2%,4%,i,0%
COC(=O)c1nc(NC(=O)c2ccc(F)cc2)n[nH]1,0.1%,-10%,3%,0.1%,-0.5%,-14%,-15%,i,-3%
Cc1ccc(C(C(=O)NC(C)(C)C)N(C(=O)c2csnn2)c2ccccc2F)o1 (configuration not stated),-1.4%,1%,1%,-0.4%,-0.1%,-5%,-16%,i,-4%
COc1ccc([C@@H]2[C@@H]3C(=O)N(C(C)(C)C)C(=O)[C@@H]3[C@]3(Cc4ccccc4)C(=O)N(c4ccc(C(F)(F)F)cc4)C(=O)N23)cc1,-1.5%,40%,-8%,1.4%,1.2%,-8%,-40%[20 µM],·,6%
COc1ccc(-c2cc(C(=O)OCC(=O)N(C)C)c3ccccc3n2)cc1,-2.5%,-24%,-1%,-0.1%,0.3%,-2%,6%,i,19%

# Carrying on.
structure,KOR beta-arrestin-1,NOD1 NF-kB reporter,HEK293 NOD2/NF-kB,West Nile antiviral,HIV peptide binding,Dengue-2 NS5 capping,KOR beta-arrestin-2,Yfh1-off respiration,AID2073
CN(C)CCCN(C(=O)COc1ccccc1)c1nc2ccc(F)cc2s1,-3.3%,-16%,-20%,0.2%,-0.5%,1%,-12%,i,-1%
N#Cc1c(NC(=O)CSc2nc(N)cc(=O)[nH]2)sc2c1CCCCCC2,5.9%,54%,40%,-0.6%,-0.4%,-1%,-31%,i,1%
Cc1cccc(C(=O)OCC(=O)c2cccc(Br)c2)c1O,2.0%,-43%,-35%,-0.9%,-1.3%,-6%,20%,·,-1%
Cc1ccc(Cl)cc1NS(=O)(=O)c1cc2[nH]c(=O)c(=O)[nH]c2cc1C,-0.2%,-15%,2%,0.6%,2.1%,-3%,-5%,·,-4%
